697 NFkB inh: lowers PMA/ionomycin-induced NF-kB signal in 697 B cells. 697 B-cell NF-kB luciferase reporter, 16 h. inhibition, % at 4 µM. 330,000 compounds, 0.33% hits; in the data active means inhibition above about 35%
UBC13 inh: inhibitors of human UBC13 polyubiquitin chain formation; 330,000 compounds, 0.47% hits; TR-FRET; inhibition, % at 20 µM; P61088; in the data active means inhibition above about 45%, passing the limit was not always enough
Target sequence (P61088 whole entry, looked up): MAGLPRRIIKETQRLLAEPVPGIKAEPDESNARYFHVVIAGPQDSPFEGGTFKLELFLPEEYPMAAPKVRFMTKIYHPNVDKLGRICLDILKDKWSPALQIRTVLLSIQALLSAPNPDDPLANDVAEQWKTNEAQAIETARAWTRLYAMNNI
Jurkat NFkB inh: inhibitors of the PMA/ionomycin-induced NF-kB reporter in Jurkat cells. PMA/ionomycin-induced NF-kB luciferase reporter, luminescence. inhibition, % at 4 µM. 330,000 compounds, 0.53% hits
Apaf1 inhib: inhibitors of human Apaf-1 apoptosome; O14727; reconstituted apoptosome caspase-3 activity, DEVD-Rh110 fluorescence; inhibition, % at 20 µM; 330,000 compounds, 0.71% hits; AID 489030; active means inhibition of at least 40% at 20 µM;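 further: plate controls were DMSO wells for no effect and DEVD-CHO caspase inhibitor wells for full effect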
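Material: reconstituted apoptosome with Apaf-1, cytochrome c, caspase-9, procaspase-3, dATP / Buffer or medium: pH 7.5 Hepes buffer with CHAPS, BSA, DTT / Also added: cytochrome c with DEVD-Rh110 / Schedule: compound with Apaf-1, dATP, procaspase-3 30 min, then 50 min reaction, room temperature / Technique: rhodamine 110 fluorescence at Ex 480/Em 540 nm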
Gli-Sufu antag: antagonists of Gli-Sufu signaling; Sufu-KO-LIGHT fibroblasts, Gli luciferase reporter luminescence; inhibition, % at 5 µM; 340,000 compounds, 0.74% hits;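 active means inhibition above about 55%, limit read from the data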;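 further: 0% = DMSO-treated cells and 100% = wells with medium but no cells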
SENP7 inh: blocks the human protease SENP7; Q9BQF6; recombinant SENP7, Z-RLRGG-aminoluciferin luminescence, 40 min; inhibition, % at 5 µM; 330,000 compounds, 1.5% hits; AID 434973;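 active means inhibition above about 50% at the single test dose, limit read from the data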;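 further: plate controls were DMSO with enzyme for no effect and no enzyme buffer wells for full effect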
Target sequence (Q9BQF6 706-1050 limits assumed): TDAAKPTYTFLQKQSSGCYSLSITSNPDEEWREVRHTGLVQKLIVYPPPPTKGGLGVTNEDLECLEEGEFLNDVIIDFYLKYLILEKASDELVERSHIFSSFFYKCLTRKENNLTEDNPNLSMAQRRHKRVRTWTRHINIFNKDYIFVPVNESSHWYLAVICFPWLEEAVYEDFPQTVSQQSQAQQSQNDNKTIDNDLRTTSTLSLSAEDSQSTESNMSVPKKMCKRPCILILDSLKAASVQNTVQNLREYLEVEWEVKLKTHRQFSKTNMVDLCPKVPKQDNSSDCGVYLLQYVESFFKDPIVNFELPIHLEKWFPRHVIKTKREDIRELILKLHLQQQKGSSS
SENP8 inh: blocks the human protease SENP8. 330,000 compounds, 1.2% hits. Q96LD8. AID 2540. purified SENP8, Z-RLRGG-aminoluciferin cleavage, luminescence. inhibition, % at 10 µM
Target sequence (Q96LD8 whole entry, looked up): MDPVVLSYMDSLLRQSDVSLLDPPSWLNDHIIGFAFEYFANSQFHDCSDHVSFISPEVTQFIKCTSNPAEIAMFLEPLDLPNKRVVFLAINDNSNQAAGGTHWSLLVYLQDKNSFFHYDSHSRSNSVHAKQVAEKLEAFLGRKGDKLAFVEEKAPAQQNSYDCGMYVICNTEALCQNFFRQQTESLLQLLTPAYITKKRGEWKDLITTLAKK
HKDC1 inhibitor: inhibitors of human hexokinase HKDC1. Q2TB90. recombinant HKDC1, G6PDH/diaphorase resazurin coupled fluorescence. inhibition, % at 20 µM. 340,000 compounds, 0.16% hits;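 active means inhibition above about 35% when tested at 20 µM, limit read from the data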;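 further: plate controls were DMSO wells with enzyme for no effect and DMSO wells lacking enzyme for full effect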
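Material: recombinant HKDC1 hexokinase; Amount: HKDC1 at 5 µg/mL; Medium: Tris pH 8.0 buffer with MgCl2, Tween-20, BSA, BME; Schedule: 90 min reaction incubation at room temperature, dark; Technique: coupled resazurin fluorescence, excitation 525 nm, emission 613 nm.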
Numbers without * were called inactive; / = not tested or not shown. Unless noted, no stated cut-off is given here; in the data, active means inhibition above about 50%; inactive means the rest. Not a hit list (roughly 3.6% active in at least one column).

SMILES	697 NFkB inh	UBC13 inh	Jurkat NFkB inh	Apaf1 inhib	Gli-Sufu antag	SENP7 inh	SENP8 inh	HKDC1 inhibitor
Cn1c(-c2ccc([N+](=O)[O-])cc2)nc2ccccc21	0	-4	-31	0	-24	23	12	4
CSC1=C(C#N)C(CC(C)C)C(C(C)=O)=C(C)N1 (centres undefined)	9	8	4	-6	2	-4	1	-5
Cc1ccc(-c2cc(-c3ccco3)c3c(N)c(C(=O)NN)oc3n2)cc1	5	-41	-10	30	5	7	8	5
CC(=O)N1c2ccc(S(=O)(=O)N3CCCC3)cc2CC1C(=O)NCc1cccc(F)c1 (centres undefined)	-5	-2	-3	1	-17	-1	5	-4
Cc1ccc(C)c(C(=O)C(C)OC(=O)CN2C(=O)NC3(CC(C)CC(C)(C)C3)C2=O)c1 (centres undefined)	-1	0	8	0	4	-3	4	3
CC(=O)Oc1ccccc1C(=O)N(C1CCCCC1)C1CCCCC1	16	5	-7	8	1	6	8	3
C[C@@H](C(=O)NCCc1ccc(F)cc1)N1C(=O)N2CCc3c([nH]c4ccccc34)[C@@]2(C)C1=O	14	10	29	4	7	-3	5	1
CCOc1ccc(NC(=S)NC(=O)c2cccnc2)c([N+](=O)[O-])c1	0	-13	9	0	23	7	4	1
CCN(CC)S(=O)(=O)c1ccc(C)c(NC(=O)CNCc2ccccc2OC)c1	-10	1	4	7	1	-11	-8	-2
O=[N+]([O-])c1cccc(/C=C2\CCC(/C=N/Nc3ccc4ccccc4n3)=C2N2CCOCC2)c1	3	-35	2	16	8	1	2	10
CCOC(=O)C1CCCN(CCC(=O)Nc2ccc(Br)cc2)C1 (centres undefined)	2	-3	1	-7	-23	-13	-11	-8
CCOC(=O)[C@@H]1[C@H]2COc3ccc(Br)cc3[C@H]2N2C(=O)N(c3cccc(F)c3)C(=O)[C@]12C	-63	-14	-21	13	2	-1	-6	0
CCOc1ccccc1Nc1nc(N)nc(CSc2nncn2C)n1	8	7	7	-15	-1	0	0	7
COc1ccc(OCCn2c(NC(=O)c3ccco3)nc3ccccc32)cc1	-5	2	3	14	-11	1	-11	-7
CCOC(=O)c1cc(NC(=O)c2ccccc2)c(=O)n2c1oc1ccccc12	-1	15	-9	6	5	6	2	7
CC(=O)Nc1ccc(NC(=O)CSCc2cnn(-c3ccccc3)c2-n2cccc2)cc1	10	8	12	3	-12	1	10	6
CCC1(CC)C(=O)C(C)(C)C(=O)OC1c1ccccn1 (centres undefined)	-8	-2	6	4	1	-3	-5	-2
CC(C)n1c2ccccc2c2cc([N+](=O)[O-])ccc21	-15	-12	0	10	-1	-5	-6	-9
Cc1cccc(N(CC(=O)Nc2ccccc2-c2ccccc2)S(=O)(=O)c2ccccc2)c1C	14	8	1	10	9	-6	-2	-4
CC1=C(C(=O)N2CCCC(N3CCN(c4cccc(Cl)c4)CC3)C2)OCCO1 (centres undefined)	-8	8	1	-9	10	0	3	-6
Cc1ccc(-c2nc3ncccc3o2)cc1NC(=O)C(C)C	8	-2	5	-8	4	1	7	-6
Cc1cc(-n2c(SCC(=O)NCCC3=CCCCC3)nc3n[nH]c(C)c3c2=N)ccc1Cl	-23	19	26	8	17	-5	-5	-2
COC(=O)c1nc(NNC(=O)c2ccccc2)sc1-c1ccccc1	-3	2	-2	14	0	-10	-11	-8
COc1ccc(-c2cc(C(F)F)nc(-n3nc(C)cc3C)n2)cc1	-10	14	-3	4	1	9	5	3
COCCNC(=O)COC(=O)c1nsc(Cl)c1Cl	11	-1	3	-5	-6	-1	0	3
COc1cc(Cl)c(C)cc1NC(=O)CSc1nc2ccccc2o1	13	-12	-5	3	21	-6	-9	-1
O=C(O)C1C2C=CC(C2)C1C(=O)Nc1ccc(C(=O)N2CCCCC2)c(Cl)c1 (centres undefined)	-15	-11	-20	10	-4	-9	-6	-2
COC(=O)c1ccc2c(c1)NC1=C(C(=O)CC(C)(C)C1)C(c1ccncc1)N2 (centres undefined)	-1	-9	-2	2	1	11	2	-11
O=C1CSc2ccccc2N1Cc1ccccc1F	13	5	16	-3	-2	1	0	-1
O=C(CN1CCC(C(O)(c2ccccc2)c2ccccc2)CC1)Nc1ccccc1	7	2	2	-12	9	3	1	-4
COc1ccc(S(=O)(=O)N(CC(=O)NCc2ccco2)C2CCCCC2)cc1OC	6	0	-7	-21	0	3	6	-10
Cc1cc(C(=O)NCCCn2ccnc2)cs1	16	14	-3	-9	5	-2	0	-8
O=C(O)CCc1ccc(-c2cccs2)n1Cc1ccco1	-4	-7	10	-2	-2	5	3	0
Cc1ccc(/C=C/C(=O)O)cc1S(=O)(=O)NCc1cccnc1	4	-3	2	-13	-25	7	-5	-4
CCCOP(=O)(OCCC)C1(Nc2ccc(C)cc2)CCCCC1	2	10	11	18	-7	4	-2	-2
COc1ccccc1CNC(=O)c1n[nH]c2ccccc12	1	19	-10	-2	-2	11	-2	-5
O=C(CN1CCCC1c1ccc2c(c1)OCCO2)NC(=O)Nc1ccccc1F (centres undefined)	-1	-4	-11	19	10	10	-10	1
CC(OC(=O)C(C)N1C(=O)C2C3C=CC(C4CC34)C2C1=O)C(=O)c1ccccc1 (centres undefined)	-27	-15	7	5	8	-5	-10	-8
Fc1ccc(C(c2nnnn2Cc2cccs2)N2CCN(c3ccccc3)CC2)cc1 (centres undefined)	5	-4	10	20	7	-9	2	5
COc1ccc(NS(=O)(=O)c2ccc3c(c2)CCCN3C(C)=O)cc1	-45	-14	-12	-2	0	2	11	-3
CCC(C)[C@H](N)C(=O)NC[C@H]1CC[C@H](C(=O)N[C@@H](Cc2ccccc2)C(=O)O)CC1 (some centres undefined)	11	6	-4	-4	-6	-5	-3	2
COc1ccccc1-c1cc(C(=O)N/N=C/C=C/c2ccccc2[N+](=O)[O-])c2ccccc2n1	22	-14	12	-7	2	7	10	-3
COc1cccc(/C=N/NC(=S)NCc2ccco2)c1OC	-6	0	7	-5	3	2	-7	0
CCOc1cc(NC(=O)c2ccco2)c(OCC)cc1NC(=O)COc1ccccc1C	-37	-1	1	11	18	1	7	-2
CCN(CC(=O)NCc1ccc(F)cc1)C(=O)/C=C/c1ccco1	16	1	4	1	-6	6	1	-6
COc1ccc(C2/C(=C(/O)c3ccccc3)C(=O)C(=O)N2CCN2CCOCC2)c(OC)c1 (centres undefined)	5	-5	4	13	4	1	-5	0
CC(=O)Nc1nonc1-c1nc2ccccc2n1CCC(C)C	3	7	18	1	/	2	7	11
O=C(O)COc1ccc2c3c(c(=O)oc2c1)CCCC3	-3	12	-7	2	3	3	5	-6
COCCNc1ccnc2c(Cl)cccc12	8	-6	9	1	33	2	-7	-4
CCOc1cc(S(=O)(=O)N2CCN(Cc3ccccc3)CC2)ccc1Br	-10	-5	7	19	4	3	8	2
O=S(=O)(Nc1cccc(-c2nc3cccnc3s2)c1)c1ccc2c(c1)CCCC2	-3	11	3	-6	-5	-1	1	1
CCOC(=O)C1=C(O)C(=O)N(c2ccc(S(N)(=O)=O)cc2)C1c1ccc(Cl)cc1 (centres undefined)	-5	-1	-20	20	-3	10	-4	-10
COc1ccc(Cc2cc(NCc3ccccc3)c3ncn(C(C)C)c3c2)cc1	2	23	13	35	2	3	5	5
COc1ccc(N2CC(C(=O)NNC(=O)c3ccc(Br)cc3)CC2=O)c(OC)c1 (centres undefined)	12	-4	29	1	-3	-3	-6	-7
COc1ccccc1CNC(=O)c1ccncc1	18	9	0	-12	-2	-5	-8	-7
O=C(NCc1ccccc1)C(c1ccc(F)cc1)N(Cc1cccs1)C(=O)c1cnccn1 (centres undefined)	19	15	12	4	21	-1	1	-1
CCC(=O)Nc1cccc(NC(=O)CSc2nnc(C(C)C)n2CC)c1	21	3	-1	-7	2	-2	6	-7
COc1ccc(/C=C2\SC(=S)N(CC(=O)NNC(=O)c3ccncc3)C2=O)cc1	-11	-11	-6	-7	-17	6	-3	-4
Cc1ccc(C(=O)NCCN2CCCC2)cc1	-11	-4	-7	-2	-3	4	1	-8
COC(=O)Nc1ccc(Oc2ccccc2)cc1	-15	-6	-12	10	0	-7	-15	9

New compounds follow.
SMILES	697 NFkB inh	UBC13 inh	Jurkat NFkB inh	Apaf1 inhib	Gli-Sufu antag	SENP7 inh	SENP8 inh	HKDC1 inhibitor
COc1ccc(C(=O)Nc2cc3c(cc2C#N)OCO3)cc1S(=O)(=O)NCc1ccco1	-10	-1	-14	-3	-6	10	-6	-6
COCC1CCCN(C(=O)c2ccc3nc(Cc4cccc(Cl)c4)oc3c2)C1 (centres undefined)	-56	3	-46	19	-6	-7	0	-7
CCN1c2ccccc2S(=O)(=O)c2ccccc21	-8	12	-10	3	40	5	2	-2
COc1ccc(CC(=O)N/N=C/c2cc(Br)cs2)cc1OC	-32	-5	8	3	6	-5	5	2
Cc1ccc(S(=O)(=O)CCC(=O)Nc2ccc3c(c2)OCO3)cc1	-7	7	-2	-1	3	8	-4	-4
O=C1COc2ccccc2N1Cc1ccc(Cl)cc1	-50	0	-7	7	9	6	5	6
Cn1c(=O)cc(NCCc2ccccc2)[nH]c1=O	14	7	23	-17	8	-1	11	-6
Cc1occc1C(=O)N/N=C/C(Br)=C\c1ccccc1	-234	-5	-107	10	-84	96*	91*	-1

Screens deposited in PubChem by Sanford-Burnham Center for Chemical Genomics.
